Source: PubChem BioAssay (National Center for Advancing Translational Sciences (NCATS))
Tau ThT inhib: qHTS for Inhibitors of Tau Fibril Formation, Thioflavin T Binding | Microtubule-associated protein tau (Homo sapiens), P10636 | recombinant tau K18 P301L, heparin-induced fibrillization, ThT fluorescence | Potency, µM (series often up to 57.4 µM), inactives show at the highest dose activity, negative = inhibition, usual class: inhibitors | hit rate 2.1% among 270,000; also: % is scaled to controls: 0 for no effect and ±100 for the full control effect; nearly all actives have a fitted effect of over 55% in size
Target sequence (P10636 561-689 P618L limits assumed): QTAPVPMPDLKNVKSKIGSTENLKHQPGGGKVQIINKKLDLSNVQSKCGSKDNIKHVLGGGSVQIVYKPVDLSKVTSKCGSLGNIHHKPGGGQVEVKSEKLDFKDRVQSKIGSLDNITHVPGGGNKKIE
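Heparin-induced fibrillization of the P301L-mutant K18 repeat-domain fragment of human tau was followed by ThT binding in quantitative high-throughput format.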
TexasRed fluor: Total Fluorescence Counterscreen for Inhibitors of the Interaction of Thyroid Hormone Receptor and Steroid Receptor Coregulator 2; TRb/SRC2 Texas Red total fluorescence interference; Potency, µM (doses to about 106 µM), without a hit: at the highest dose fluorescence change, negative = quenching; hit rate 0.29% among 280,000; AID 1479, 2009; active = well fitted curve in either direction with a large enough effect; inconclusive = small, poorly fitted or top-dose-only effect; also: % is scaled to controls: 0 for no effect and ±100 for the full control effect
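Human TRb ligand-binding domain at 0.6 uM with 20 nM Texas Red SRC2 peptide in Tris buffer containing 1 uM T3 and 5% DMSO, incubated with compound 5 h at ambient temperature. Total fluorescence (555/632 nm) calculated as parallel + 2 × perpendicular.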
Tau fluor cs: Counterscreen qHTS for Inhibitors of Tau Fibril Formation, Fluorescence Polarization | AID 1463, 2008 | Potency, µM (titrated, usually from 57.7 µM), without a hit: top-dose activity change, negative = decrease | hit rate 0.93% among 280,000 | tau K18 P301L Alexa594 fluorescence, heparin fibrillization; also: % is scaled to controls: 0 for no effect and ±100 for the full control effect; nearly all actives have a fitted effect of over 55% in size
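Human tau K18 P301L (15 uM unlabeled, 0.24 uM Alexa 594-labeled) in 100 mM sodium acetate pH 7 with 20 uM heparin, 6 hr at 37 C. ThT 30 uM added, 1 hr ambient; Alexa 594 FP and total fluorescence read at 555/632 nm.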
Tau fibril FP: qHTS for Inhibitors of Tau Fibril Formation, Fluorescence Polarization | Microtubule-associated protein tau (Homo sapiens), P10636 | K18 P301L tau heparin fibrillization, Alexa594 FP, 6 h | Potency, µM (highest dose often 57.7 µM), inactives show top-dose activity, negative = inhibition, actives largely listed as inhibitors | hit rate 0.39% among 280,000; also: % is scaled to controls: 0 for no effect and ±100 for the full control effect; nearly all actives have a fitted effect of over 55% in size
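Quantitative HTS format: compounds meet 15 uM recombinant K18 P301L tau and Alexa 594-tau tracer in 100 mM sodium acetate pH 7; 20 uM heparin triggers fibrillization at 37 C over 6 hr; FP gives the signal.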
RECQ1 helicase: qHTS Assay for Inhibitors of RecQ-Like Dna Helicase 1 (RECQ1). RECQ1 DNA unwinding, red fluorescence kinetic read. Potency, µM (top dose mostly 57.3 µM), without a hit: at the highest dose activity, negative = inhibition, actives largely listed as inhibitors. hit rate 0.54% among 240,000;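 also: plate controls were vehicle for no effect and no enzyme for full effect; nearly all actives have a fitted effect of over 30% in size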
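50 nM RECQ1T1 preincubated 15 min with compound in Tris pH 8.0 buffer with MgCl2, DTT, Tween-20 and 2.5 ug/ml poly(dI-dC); started with 200 nM TAMRA/BHQ-2 forked duplex and 2 mM ATP. Unwinding read as fluorescence (525/598 nm), two reads 2 h apart.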
L3MBTL1 block: qHTS Assay for the Inhibitors of L3MBTL1 | Potency, µM (titrated, usually from 57.1 µM), inactives show at the top dose activity, negative = inhibition, hits mostly inhibitors | AlphaScreen L3MBTL1–H3K9me1 peptide binding | AID 485360, 2010 | hit rate 0.66% among 230,000; also: % is scaled to controls: 0 for no effect and ±100 for the full control effect; nearly all actives have a fitted effect of over 60% in size
Target sequence (Q9Y468 whole entry, looked up): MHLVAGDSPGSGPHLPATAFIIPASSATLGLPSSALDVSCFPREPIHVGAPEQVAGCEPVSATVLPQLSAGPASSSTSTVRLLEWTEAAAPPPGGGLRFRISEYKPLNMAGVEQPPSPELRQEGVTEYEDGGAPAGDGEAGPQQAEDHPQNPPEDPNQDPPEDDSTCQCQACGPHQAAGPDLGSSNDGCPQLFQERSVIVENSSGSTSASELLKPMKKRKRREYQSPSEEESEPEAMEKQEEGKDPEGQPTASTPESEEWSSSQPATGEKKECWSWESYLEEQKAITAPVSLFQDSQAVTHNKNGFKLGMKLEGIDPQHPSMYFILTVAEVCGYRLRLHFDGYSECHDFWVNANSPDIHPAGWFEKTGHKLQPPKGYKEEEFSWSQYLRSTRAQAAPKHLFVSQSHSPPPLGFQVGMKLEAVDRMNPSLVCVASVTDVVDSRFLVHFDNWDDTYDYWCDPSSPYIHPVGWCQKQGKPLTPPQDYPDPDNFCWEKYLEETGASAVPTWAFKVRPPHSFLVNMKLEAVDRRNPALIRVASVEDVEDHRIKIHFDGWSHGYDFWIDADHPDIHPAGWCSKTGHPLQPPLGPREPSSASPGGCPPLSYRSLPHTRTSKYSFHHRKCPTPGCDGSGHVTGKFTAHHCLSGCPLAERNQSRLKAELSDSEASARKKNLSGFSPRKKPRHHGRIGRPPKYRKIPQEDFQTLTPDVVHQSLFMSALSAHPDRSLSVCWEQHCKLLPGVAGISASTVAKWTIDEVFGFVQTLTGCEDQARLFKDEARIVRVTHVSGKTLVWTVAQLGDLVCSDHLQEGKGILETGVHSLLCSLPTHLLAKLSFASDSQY
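L3MBTL1 50 nM + b-AHA-H3(1-15)K9me1 75 nM, 30 min RT; compound added, 30 min RT; streptavidin donor/Ni-chelate acceptor beads 10 ug/mL each final, 30 min RT dark; AlphaScreen read.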
TRb SRC2 PPI: qHTS for Inhibitors of the Interaction of Thyroid Hormone Receptor and Steroid Receptor Coregulator 2; AID 1469, 2008; hit rate 0.065% among 280,000; TRbeta-SRC2 peptide binding, fluorescence polarization; receptor liganded with 1 µM T3; Thyroid hormone receptor beta (Homo sapiens), P10828; Potency, µM (highest dose often 106 µM), for the others: top-dose activity change, negative = inhibition, most hits filed as inhibitors;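 also: plate controls were bound peptide for no effect and peptide without receptor for full effect; nearly all actives have a fitted effect of over 50% in size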
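Human TRb ligand-binding domain (0.6 uM) is mixed with 20 nM Texas Red SRC2 peptide and 1 uM T3; after compound addition and 5 hr at ambient temperature, polarization is measured and normalized to unbound and bound controls.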
HTT cytoprotect: qHTS Multiplex Assay to Identify Dual Action Probes in a Cell Model of Huntington: Cytoprotection (ATP); PC12 HTT-Q103 induced, cytoprotection, ATP luminescence, 40 h; hit rate 0.14% among 230,000; Potency, µM (doses to about 56.4 µM), inactives show cytoprotection (ATP increase), most hits filed as activators;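 also: % of control where 0% means no effect; nearly all actives have a fitted effect of over 45% in size; toxic huntingtin expression switched on by the ecdysone agonist tebufenozide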
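Readout: ATPlite luminescence (ATP level). Model: stable PC12, inducible Htt exon1 Q103-GFP. Inducer: tebufenozide, 100 nM final. Compounds: dose series. No G418 in medium.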
* = called active by the depositor; i = inactive; ? = inconclusive; nt = no result given; [ ] = remark or other dose. Unless noted, calls follow the shape of the dose curve; as a rule, active = well fitted curve in the direction sought with a large enough effect; inconclusive = small, poorly fitted or top-dose-only effect, or another doubt; inactive = no such curve, though single readings can be large; an effect the other way counts as inactive or inconclusive. Potency is read from the fitted curve at half-maximal effect. Not all compounds are listed. The share of hits here may be higher or lower than overall.

The opening two records (preview)
SMILES | Tau ThT inhib | TexasRed fluor | Tau fluor cs | Tau fibril FP | RECQ1 helicase | L3MBTL1 block | TRb SRC2 PPI | HTT cytoprotect
COc1ccc(N2CCN(c3oc(-c4ccco4)nc3C#N)CC2)cc1 | -15.2% | -4.2% | -25.5% | -2.8% | -3.5% | ? | -7.2% | -11.4%[0.074 µM]
O=C(NC(=S)Nc1ccccc1N1CCCC1)c1ccc([N+](=O)[O-])cc1 | 6.2% | -0.5% | -0.2% | 4.5% | -2.0% | 7.08µM* | 10.2% | -19.0%[10 µM]

The list itself, from the start:
SMILES | Tau ThT inhib | TexasRed fluor | Tau fluor cs | Tau fibril FP | RECQ1 helicase | L3MBTL1 block | TRb SRC2 PPI | HTT cytoprotect
COc1ccc(N2CCN(c3oc(-c4ccco4)nc3C#N)CC2)cc1 | -15.2% | -4.2% | -25.5% | -2.8% | -3.5% | ? | -7.2% | -11.4%[0.074 µM]
O=C(NC(=S)Nc1ccccc1N1CCCC1)c1ccc([N+](=O)[O-])cc1 | 6.2% | -0.5% | -0.2% | 4.5% | -2.0% | 7.08µM* | 10.2% | -19.0%[10 µM]
CCC(Sc1nnc2c3ccccc3n(C)c2n1)C(=O)Nc1nnc(C(C)C)s1 (stereo unspecified) | -1.6% | -22.5% | -8.3% | -9.4% | nt | nt | 1.5% | nt
COC(=O)c1cc2oc(C)cc2n1Cc1ccc(Cl)cc1 | ? | -1.6% | -12.3% | -10.5% | nt | nt | 5.5% | nt
Cc1cccc(NC(=O)CC2SC(=O)N(c3ccccc3)C2=O)c1 (stereo unspecified) | ? | -1.0% | -7.9% | 3.5% | -9.5% | nt | -5.1% | -20.9%
CCOCCCn1c(SCC(=O)OCC)nc2c(sc3ccccc32)c1=O | -3.4% | 0.4% | -10.2% | -2.7% | nt | nt | 1.6% | nt
Cn1ccnc1C(=O)c1ccc(Cl)c(S(=O)(=O)N2CCOCC2)c1 | 1.9% | -2.2% | -1.1% | -3.2% | -7.4% | 0.3% | 5.0% | 4.8%[10 µM]
Cc1ccc(C(=O)NCCN2CCOCC2)cc1 | 1.1% | -1.8% | 5.1% | -3.1% | -3.6% | -23.8% | -25.5% | 9.7%[10 µM]
Cc1cc(Nc2ccc(F)cc2F)n2ncnc2n1 | -6.2% | -1.0% | -6.0% | 3.2% | -0.8% | 13.7% | 0.6% | -9.0%
O=S(=O)(Nc1ccc(Br)cc1F)c1ccc2nc(-c3ccccc3)[nH]c2c1 | ? | -0.6% | -14.5% | 14.1µM* | nt | nt | -4.9% | nt
CCNc1c([N+](=O)[O-])c(=O)oc2ccccc12 | -6.4% | -0.2%[53 µM] | -5.6% | -2.3% | i | 0.9% | 0.4%[53 µM] | 6.0%[10 µM]
O=C(NC1(N2CCOCC2)CC1)c1ccc(Cl)cc1 | -0.6% | -2.6% | 6.4% | 3.1% | i | 16.5% | -3.3% | -5.7%[10 µM]
CCN(CC)CCN1C(=O)C(=O)/C(=C(/O)c2ccc3c(c2)CC(C)O3)C1c1ccc(OC)cc1 (stereo unspecified) | -5.4% | 0.8% | -0.8% | 4.4% | -3.7% | -9.3% | 5.2% | 12.8%[10 µM]
O=C(NCCc1nnc2ccc(NCc3ccc(Cl)cc3)nn12)c1ccccc1 | 5.6% | 0.1% | -3.7% | -0.7% | -4.7% | nt | 6.5% | -16.0%
CCOC(=O)Cc1c(C)nc2cc(-c3ccc(C(C)(C)C)cc3)nn2c1C | ? | -0.1% | -14.8% | -4.5% | nt | nt | 3.4% | nt
Cc1ccc(C)n1-c1c(C(=O)NCC(C)c2ccccc2)sc2ncccc12 (stereo unspecified) | ? | -9.1% | -18.4% | 2.1% | nt | nt | 5.2% | nt
C/C(CC(=O)Nc1ccc(N(C)C)cc1)=N\NC(=O)c1cnccn1 | ? | -1.2% | -29.1% | 3.4% | 8.1% | 8.1% | -1.7% | -4.4%[10 µM]
Cc1ccc(Cn2nnc3c(=O)n(CC(=O)N4CCCCC4)cnc32)cc1 | -8.1% | -0.4% | 0.2% | -2.5% | 1.1% | -9.8% | -4.2% | -3.5%
Cn1cc(C(=O)Nc2ccc(C#N)cc2)c2ccccc2c1=O | 0.0% | -1.2% | -6.1% | -8.1% | nt | nt | -1.3% | nt
CCOC(=O)C1=C(C)OC(N)=C(C(=O)OCC)C1c1ccncc1 (stereo unspecified) | -2.6% | 1.7% | 1.6% | 0.2% | i | 2.6% | -7.2% | -4.4%
COc1ccc(-n2cc(-c3ccccc3)c3c(NC4CCCCC4)ncnc32)cc1 | -12.2% | -1.9% | -11.4% | -3.0% | nt | nt | -3.7% | nt
CCOc1ccc2nc(NC(=O)CN3CCC(n4nnc5cc(C(F)(F)F)ccc54)CC3)sc2c1 | -11.6% | -1.6% | -15.4% | ? | -13.6% | 12.7% | 0.1% | -26.4%
CC(=O)c1ccc(S(=O)(=O)N2CCN(C(C)=O)CC2)cc1 | -5.0% | 3.0% | -5.2% | -3.7% | -5.3% | 6.4% | 4.2% | 9.2%
CCOC(=O)c1ccccc1NC(=O)CCOc1ccccc1 | -9.8% | -1.7% | -16.1% | -5.5% | nt | nt | -10.3% | nt
COc1ccc(NS(=O)(=O)c2ccc(C)c(C(=O)O)c2)cc1 | -1.1% | -0.4% | -0.3% | 4.2% | -7.2% | -23.9% | 2.6% | 7.8%[10 µM]
CCn1c(Cc2ccccc2)nnc1SCC(=O)Nc1ccccc1F | 1.2% | -2.6% | 3.2% | -3.3% | i | 3.8% | 1.9% | 6.0%[10 µM]
O=C(O)CN1C(=O)SC(Nc2ccc(C(=O)O)cc2)C1=O (stereo unspecified) | -21.6% | 4.3% | -17.2% | -0.8% | 6.5% | nt | -2.7% | -20.1%
CN1CCN(NC(=O)c2cc(-c3ccccn3)nc3ccccc23)CC1 | -1.7% | -2.5% | -9.2% | -8.7% | -13.9% | nt | 3.8% | -7.1%
COC(=O)c1cc(C(=O)c2ccc(C(C)(C)C)cc2)c[nH]1 | -3.5% | -1.5% | -16.6% | 5.4% | i | 0.3% | -1.3% | -33.7%[inhibitor][1.9 µM]
NC(=O)C1=CN(C2OC(COP(=O)(O)OP(=O)(O)OC[C@H]3O[C@@H](n4cnc5c(N)ncnc54)[C@H](OP(=O)(O)O)[C@H]3O)C(O)C2O)C=CC1 (stereo partly specified) | -6.9% | 1.0% | -11.0% | 1.7% | -7.8% | nt | 6.3% | nt
CCOCC(=O)N1CCc2ccccc21 | -7.9% | -2.2% | -2.2% | 4.5% | 0.7% | nt | -8.4% | -1.6%[0.074 µM]
Cc1cc(C)nc(SCCC(=O)Nc2ccccc2Cl)n1 | -4.7% | 0.8%[53 µM] | -7.3% | -17.4% | -9.7% | 1.7% | 2.7%[53 µM] | 23.1%[10 µM]
CCCOc1ccc(C2C(=O)N(C3CCCCCC3)CC(=O)N2CCC2=CCCCC2)cc1OC (stereo unspecified) | -4.6% | -3.3% | 3.9% | -2.7% | nt | nt | 0.5% | nt
CN(C)C(=O)c1cccn(Cc2cccc(C(F)(F)F)c2)c1=O | -2.6% | -2.1% | -0.2% | 0.0% | 9.5% | nt | -8.2% | -0.6%
O=C1c2cccc3c(N4CCCCC4)ccc(c23)C(=O)N1c1ccccc1O | ? | -0.8% | -21.0% | 2.1% | i | 46.4%[activator] | -3.6% | -31.5%[inhibitor]
C(=C\c1ccccn1)/c1ccncc1 | -6.5% | 1.0% | -7.2% | 2.0% | i | nt | 3.1% | 4.5%[10 µM]
Cc1cc(C(=O)N/N=C/C=C/c2ccc([N+](=O)[O-])cc2)n[nH]1 | 1.78µM* | 3.0% | -17.5% | -0.2% | 13.3% | 4.2% | -0.8% | nt
COc1ccc2c(c1)c1ncn(CCN3CCCCC3)c(=O)c1n2C | -5.8% | 1.3% | -4.8% | 0.6% | -1.3% | nt | -5.8% | -7.9%
C/C=C/c1ccc(OCC(=O)NCc2ccccc2OC)c(OC)c1 | -12.3% | -0.3% | -10.2% | -14.8% | i | nt | 2.6% | -44.4%[inhibitor]
O=C(CCN1C(=O)/C(=C/C=C/c2ccccc2)SC1=S)Nc1cccnc1 | ? | 2.1% | -4.5% | -1.4% | -15.1% | 5.8% | -0.2% | 6.2%[10 µM]
COc1ccccc1C(=O)N1CCN(C(=O)COc2cccc(C)c2)CC1 | -6.9% | 0.5% | -2.8% | -3.9% | -3.9% | 2.6% | -14.5% | 20.5%[10 µM]
COc1ccc(N=N/C(=C\O)C(=O)c2cccs2)cc1 | 12.6µM* | -7.2% | ? | 3.9% | i | ? | 3.4% | ?
O=C(CCCn1ncn2c(cc3occc32)c1=O)N1CCc2ccccc2C1 | ? | 2.0% | 3.2% | 10.2% | -15.8% | -0.1% | 3.5% | 1.1%[10 µM]
O=c1c2c3c(sc2nc2n1CCCCC2)CCC3 | 6.2% | -7.5% | -5.0% | -3.1% | i | nt | -7.5% | -77.0%[inhibitor][10 µM]
O=C(COC(=O)c1nc(Cl)ccc1Cl)NCc1ccccc1 | -9.9% | -1.7% | -3.8% | 2.7% | i | -6.3% | -5.8% | -16.2%[10 µM]
O=C(Nc1c(O)c2ccccc2oc1=O)c1ccccc1Cl | -11.4% | -2.0% | -8.6% | -4.4% | nt | nt | 3.6% | nt
C[C@H](C(=O)O)c1cccc(Oc2ccccc2)c1 | nt | -1.1%[53 µM] | nt | nt | -7.1%[25.9 µM] | nt | -1.2%[53 µM] | ?
c1ccc(-c2ccc(-c3nc(-c4ccccn4)no3)cc2)cc1 | ? | -5.4% | -10.1% | 6.9% | -10.0% | nt | 1.1% | -118.4%[inhibitor]
